Assay outcomes from PubChem.
Polio RdRp inh: inhibitors of poliovirus RNA polymerase binding and polymerization. P03300. poliovirus polymerase elongation, fluorescence polarization; stronger effect = lower value. % elongation, % (compound at 16.7 µg/mL). 0.66% of 150,000 active. AID 588519; in the data active = % elongation below about 90%; also: some results filed as inactive read as strong as hits
Target sequence (P03300 1749-2209 limits assumed): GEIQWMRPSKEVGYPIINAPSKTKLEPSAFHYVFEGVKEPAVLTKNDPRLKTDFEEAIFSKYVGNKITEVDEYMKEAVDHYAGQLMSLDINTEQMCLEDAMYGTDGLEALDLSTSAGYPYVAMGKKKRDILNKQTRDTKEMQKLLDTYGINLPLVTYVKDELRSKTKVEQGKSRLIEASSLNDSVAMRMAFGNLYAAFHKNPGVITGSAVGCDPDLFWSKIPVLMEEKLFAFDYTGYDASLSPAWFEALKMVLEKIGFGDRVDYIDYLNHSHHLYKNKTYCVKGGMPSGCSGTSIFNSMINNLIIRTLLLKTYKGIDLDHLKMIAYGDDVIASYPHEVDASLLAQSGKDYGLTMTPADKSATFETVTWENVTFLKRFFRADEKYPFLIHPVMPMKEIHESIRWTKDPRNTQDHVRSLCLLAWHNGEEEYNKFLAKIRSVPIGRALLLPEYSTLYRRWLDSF
Polio RdRp inh FP z-score: second read-out of Polio RdRp inh, no call of its own (marks repeat the call); z-score; measured here: FP z-score; hits read low
* = called active by the depositor. Not all compounds are listed; rates above refer to the full screens.

Molecule | Polio RdRp inh | Polio RdRp inh FP z-score
CC1=NNC(=O)C1CCC(=O)N/N=C/c1ccccc1 (stereo unspecified) | 105.0 | 0.6
Nc1nccnc1C(=O)OCC(=O)NC1CC1 | 98.0 | -0.7
COCCN1Cc2cc3cc4c(cc3nc2SC1=Nc1cccc(OC)c1)OCO4 | 104.0 | 1.4
NC(=O)c1c(NC(=O)COC(=O)Cc2ccsc2)sc2c1CCCC2 | 110.0 | 0.6
Cc1ccccc1CSc1nnc2[nH]c(=O)cc(-c3ccccc3)n12 | 106.0 | -0.3
Cc1ccc(N=Cc2ccc(Br)s2)c(C)c1 | 108.0 | 0.5
Cc1ccc2c(c1)C(c1ccccc1)N(C(=O)c1ccc(S(=O)(=O)N3CCCCC3)cc1)CC(=O)N2 (stereo unspecified) | 103.0 | 0
COc1ccc(NC(=O)CCCn2nnc3ccccc3c2=O)cc1 | 101.0 | -0.3
O=C(Nc1ccc(SC(F)(F)F)cc1)c1ccccn1 | 102.0 | -0.4
CCOc1ccccc1N=C1S/C(=C\c2ccc(N(C)C)cc2)C(=O)N1CCN1CCOCC1 | 90.0 | -1.3
CCOC(=O)c1c(C)n(-c2ccccc2)c2ccc(OC(=O)c3c(F)cccc3F)cc12 | 102.0 | -0.1
CC(C)Oc1ccc(C(=O)N2CCN(c3nc4c(F)cc(F)cc4s3)CC2)cc1 | 102.0 | -1.2
O=C1Nc2ccccc2Oc2cc(Oc3ccccc3)ccc21 | 102.0 | -0.2
COc1nc(C)ccc1-c1noc(-c2ccccc2)n1 | 101.0 | 0.1
Cc1nc2c(sc3nc4c(c(-c5ccco5)c32)CCCC4)c(=O)o1 | 107.0 | 0.2
Cc1ccccc1NC(=O)Cn1c(=O)n(Cc2ccc3c(c2)OCO3)c(=O)c2ccccc21 | 108.0 | 0.7
Nc1nc2ccccc2n1CCN1CCCCC1 | 101.0 | -0.1
Cc1ccc(S(=O)(=O)c2nc(-c3ccco3)oc2SCc2ccccc2F)cc1 | 97.0 | -0.4
Cc1cc2cc(CNC(=O)Cc3cccc4ccccc34)ccc2n1C | 102.0 | 0.2
CN1C2CC(=O)CC1C(O)C2 (stereo unspecified) | 101.0 | 0.9
CC(=O)c1ccc(Nc2ccc3cc(S(=O)(=O)N4CCCC4)ccc3n2)cc1 | 104.0 | -0.7
CCN(CC)c1ccc(C(=O)NCCN)cc1 | 101.0 | -0.1
CCN(Cc1ccccc1)C(C)=O | 109.0 | 0.7
COc1ccc(N2CCN(C(=O)c3cnn(-c4ccc(OC)cc4)c3C3CCN(C(=O)OC(C)(C)C)CC3)CC2)cc1 | 114.0 | 1.6
COc1ccccc1NC(=O)N1CCN(c2cc(-c3ccccc3)nc3ncnn23)CC1 | 100.0 | -0.1
O=C(CC1SC(N2N=C(c3ccccc3)CC2c2ccccc2)=NC1=O)Nc1ccccc1 (stereo unspecified) | 102.0 | 0.6
Cc1cccc(CS(=O)(=O)CC2Nc3ccc(C(=O)NCc4ccccc4)cc3NC2=O)c1 (stereo unspecified) | 114.0 | 0.9
COc1ccc(NS(=O)(=O)c2ccc3c(c2)[C@H]2C=CC[C@H]2[C@@H](c2ccc(C(=O)O)cc2)N3)cc1 | 110.0 | 0
CC(=O)N(CC(=O)O)c1ccccc1 | 102.0 | 0
Cc1ccc(C2C(C#N)=C(SCC(=O)N3c4ccccc4CC3C)NC3=C2C(=O)CCC3)o1 (stereo unspecified) | 100.0 | 0
COC(=O)Cn1c(=O)c2c(n(Cc3ccccc3)c1=O)NCC2=O | 111.0 | 1.3
Cc1cc(C)n(CC(=O)NN=C2CCCCCC2)n1 | 106.0 | 0.5
NCCNC12CC3CC(CC(C3)C1)C2 | 101.0 | -0.3
COC(=O)C1=C(c2ccccc2)Nc2ncnn2C1c1ccccc1F (stereo unspecified) | 100.0 | -0.6
COC(=O)c1sc2cccc(F)c2c1S(=O)(=O)NCc1ccc(Cl)cc1 | 106.0 | 0
CC(OC(=O)c1cccc(S(C)(=O)=O)c1)C(=O)Nc1ccccc1C#N (stereo unspecified) | 100.0 | -0.4
Cc1ccc([N+](=O)[O-])c(Oc2ncnc3c2oc2ccccc23)c1 | 101.0 | -0.8
Cc1ccc(C)c(OCC(=O)Nc2ccc(-c3nnc(-c4ccco4)o3)cc2)c1 | 102.0 | 0.6
Cc1ccc(S(=O)(=O)N(C)c2ccc3sc(C)nc3c2)cc1 | 107.0 | 1.4
CCOc1ccccc1N1Cc2ccccc2C1 | 100.0 | 0.1
O=S1(=O)c2ccccc2N(Cc2ccccc2Cl)c2ccccc21 | 111.0 | 1.3
COc1cc2c(cc1OC)C(C)N(C(=O)c1cc3c(s1)-c1c(C)cccc1OC3)CC2 (stereo unspecified) | 102.0 | 0.2
CC(=O)Nc1c(C(=O)O)oc2ccc(Br)cc12 | 108.0 | 0.6
CC(C)C(NS(=O)(=O)c1ccccc1)C(=O)O (stereo unspecified) | 102.0 | 0
CCc1ccc(C(=O)c2cn(CC(=O)Nc3ccc(OC)cc3)c3cc4c(cc3c2=O)OCO4)cc1 | 103.0 | -0.2
Oc1ccccc1C=Nc1ccccc1N1CCCCC1 | 102.0 | 0.1
Cc1ccc(OCc2nc(-c3ccc(C(=O)N4CCN(c5cccc(C(F)(F)F)c5)CC4)cc3)oc2C)cc1 | 105.0 | -1.5
CCn1c(CNC(=O)N2CCCCC2)nnc1SC | 102.0 | 0
Cc1nc(-c2ccc(F)cc2)sc1CCNC(=O)c1ccc(OC(C)C)cc1 | 102.0 | -1.2
NC[C@H]1O[C@H](OC2[C@@H](N)C[C@@H](N)[C@H](O[C@H]3O[C@H](CO)[C@@H](O)[C@H](N)[C@H]3O)[C@H]2O)[C@H](O)[C@@H](O)[C@@H]1O (stereo partly specified) | 97.0 | -0.8

(more compounds)
Molecule | Polio RdRp inh | Polio RdRp inh FP z-score
CCn1c(CSc2nc3ccccc3s2)nnc1SCC(=O)c1c[nH]c2ccccc12 | 99.0 | -0.6
O=C(Nc1ccc2nc(SCC(=O)N3CCCc4ccccc43)sc2c1)c1ccc(F)cc1 | 105.0 | -0.5
Cn1c(SCC(=O)NCc2ccc(F)cc2)nc2ccccc21 | 104.0 | 0.3
Cc1c(Br)c(=O)[nH]c(=O)n1Cc1ccccc1 | 104.0 | 0.3
CCCOc1ccc(C(=O)Nc2cc3c(cc2N2CCCCC2)n(C)c(=O)n3C)cc1 | 108.0 | 0.8
Cc1c(Cl)cccc1-c1ccc(CNc2ccc3[nH]c(=O)[nH]c3c2)o1 | 109.0 | 0.4
O=C(c1cc(-c2ccco2)on1)N(C1CCCCC1)C1CCCCC1 | 100.0 | -0.8
COc1ccc(CN2C(=O)N(c3ccc(C)cc3)C(=O)C2CC(=O)Nc2ccccc2)cc1OC (stereo unspecified) | 104.0 | 0
Cc1cc(C)nc(NN=C2CCCC2)n1 | 121.0 | 2.7
O=C(NCC1CCCO1)c1cccc(-c2ccc(O)cc2)c1 (stereo unspecified) | 100.0 | -0.4
COc1ccc(CCN2C(=O)CC(N3CCCC(C(F)(F)F)C3)C2=O)cc1 (stereo unspecified) | 109.0 | 0.7
C=CCN1C(=O)CSC1=Nc1ccc(O)cc1 | 105.0 | 0.8
Oc1ccc2c(c1)C1CCCC1(N1CCOCC1)O2 (stereo unspecified) | 102.0 | 0.2
CC(C)c1ccc2c(c1)c1c3n2CCN(CC#N)C3CCC1 (stereo unspecified) | 101.0 | -0.2
O=C(CCS(=O)(=O)c1cc2c(cc1Cl)NC(=O)CO2)Nc1cccc(Cl)c1 | 104.0 | 1
Cn1c(CNc2ccccc2)cc(=O)n(C)c1=O | 101.0 | -0.2
O=C(c1ccc(F)cc1)n1nc(-c2cccnc2)nc1NCc1ccccc1 | 105.0 | -0.5
Cc1ccc2nc(COC(=O)c3cccnc3Cl)cc(=O)n2c1 | 102.0 | 0
COc1ccc(/C=N/n2c(C)nc3ccccc3c2=O)cc1 | 100.0 | -0.2
COc1cccc(NC(=O)c2oc3ccccc3c2NC(=O)c2ccc(F)c(F)c2)c1 | 105.0 | 0.3
Oc1c(Cl)cc(Cl)c2cccnc12 | 98.0 | 0
FC(F)(F)c1cccc(-c2nc3ccccc3[nH]2)c1 | 99.0 | -0.9
COc1ccccc1CNC(=O)CCS(=O)(=O)c1ccc2c(c1)CCN2C(C)=O | 105.0 | -0.3
O=C(O)CCCc1ccc2ccc3cccc4ccc1c2c34 | 101.0 | -0.1
Cc1ccc2onc(CNC(=O)N3CCN(c4cc(Cl)ccc4C)CC3)c2c1 | 102.0 | -0.6
S=c1cc(-c2ccccc2)n(Cc2ccco2)c2c1CCCC2 | 102.0 | 0.1
COc1ccc(CCC(=O)Nc2ccc(-c3noc(CCc4ccccc4)n3)cc2)cc1 | 100.0 | -0.5
COc1cccc(C2NS(=O)(=O)N=C3CCCCCN32)c1OC(F)F (stereo unspecified) | 103.0 | 0
CCOc1ccc(-c2nc(C#N)c(NCCOC)o2)cc1 | 100.0 | -0.3
Cn1c(CNC(=O)c2ccc(F)cc2)cc2ccccc21 | 102.0 | 0.3
Cc1ccc(C(=O)Nc2ccc3oc(-c4cc(Br)ccc4Cl)nc3c2)cc1 | 103.0 | 0
Cc1cc2nc(CN3CCCc4ccccc43)cc(=O)n2o1 | 98.0 | -1
COc1ccc(C(=O)Nc2n[nH]c(C(F)(F)F)n2)cc1 | 102.0 | 0
COC(=O)C1CCN(S(=O)(=O)c2cc3c4c(c2)CC(=O)N4CCC3)CC1 | 102.0 | -1.1
COc1ccccc1-n1c(SC(C)C)nc2ccccc2c1=O | 103.0 | 0.4
CCCn1c(CNC(=O)c2ccc(F)cc2)nc2ccccc21 | 107.0 | 0.7
COc1cccc(CNCCSc2nnnn2C)c1OCc1ccc(Cl)cc1Cl | 105.0 | 0
S=c1[nH]nc(-c2ccccc2)n1C1C=CCCC1 (stereo unspecified) | 103.0 | 0.7
Cc1cccc(C)c1OC(=O)CSc1nnc(-c2ccc3c(c2)OCO3)o1 | 108.0 | 0.3
CCCCc1nn2c(=O)cc(COC(=O)c3ccc(NC(=O)C4CCCCC4)cc3)nc2s1 | 103.0 | -0.9
CC(Oc1ccc(S(=O)(=O)NCc2ccccn2)cc1)C(=O)NC1CCCCC1 (stereo unspecified) | 101.0 | -0.2
CN(C)N=Nc1nc[nH]c1C(N)=O | 97.0 | -0.2
CCCn1c(N)c(N2CCOCC2)c(=O)n(CC(=O)NCc2ccc(F)cc2)c1=O | 106.0 | 0.4
CN(C(=O)CSc1nnc2n1CCCCC2)C1(C#N)CCCCC1 | 103.0 | 0
Cc1ccc(NC(=O)Cn2c(=O)n(Cc3ccc4c(c3)OCO4)c(=O)c3oc4ccccc4c32)cc1C | 101.0 | -1.2
O=C(CCc1ccccc1)Nc1ccc(-c2nc3ccccc3o2)cc1 | 99.0 | -0.3
O=C(CSc1n[nH]c(-c2ccccc2)n1)NCC1COc2ccccc2O1 (stereo unspecified) | 105.0 | 0.5
O=C(N/C(=C/c1ccc(Br)cc1)C(=O)N1CCCC1=O)c1ccco1 | 104.0 | 0.8
CCn1c2ccccc2c2cc(CN3CCN(Cc4ccccc4Cl)CC3)ccc21 | 103.0 | 0
CCN1CCC2(CC1)Oc1ccccc1C1CC(c3ccccc3)=NN12 (stereo unspecified) | 104.0 | 0.2

Full records from above. Screens in order: Polio RdRp inh | Polio RdRp inh FP z-score
CC(Oc1ccc(S(=O)(=O)NCc2ccccn2)cc1)C(=O)NC1CCCCC1 (stereo unspecified) as listed: 101.0 | -0.2
CN(C(=O)CSc1nnc2n1CCCCC2)C1(C#N)CCCCC1 as listed: 103.0 | 0
O=C(CSc1n[nH]c(-c2ccccc2)n1)NCC1COc2ccccc2O1 (stereo unspecified) as listed: 105.0 | 0.5
CN(C)N=Nc1nc[nH]c1C(N)=O as listed: 97.0 | -0.2
CCn1c2ccccc2c2cc(CN3CCN(Cc4ccccc4Cl)CC3)ccc21 as listed: 103.0 | 0

Additional results:
Molecule | Polio RdRp inh | Polio RdRp inh FP z-score
CCOC(=O)c1sc2c(OC)c(Br)ccc2c1NC(C)=O | 102.0 | 0.1
CCCNCc1ccccc1 | 99.0 | -0.8
CCOC(=O)Cn1nnc(-c2ccccc2)n1 | 99.0 | -1
COCCCNC(=O)c1ccc(C)c(-n2c(C)nc3cccnc32)c1 | 104.0 | -0.5
O=C(O)/C=C/c1cc(F)cc2c1OCOC2 | 100.0 | -0.3
Cc1ccc(NC(=O)Nc2ccc(-c3cc(Cl)ccc3Cl)o2)cc1 | 99.0 | -0.3
CCN(c1ccccc1C)S(=O)(=O)c1nnc(NC(=O)c2ccccc2C)s1 | 113.0 | 1
O=C(c1ccccc1)N1CCN(Cc2ccccc2)CC1 | 101.0 | -0.3
O=C(c1ccc(F)cc1)N1CCc2ccccc2C1 | 85.0* | -1.7*
COc1ccc(-c2cn3c(n2)sc2cc(C(=O)Nc4ccc(F)cc4Cl)ccc23)cc1 | 106.0 | -1.2
CNC(=S)c1nc2ccccc2[nH]1 | 101.0 | -0.4
Cc1cc(C=C(C#N)C#N)c(C)n1-c1ccc(S(N)(=O)=O)cc1 | 101.0 | -0.1
O=C(NCc1ccccn1)C1C2C=CC(C2)C1C(=O)Nc1ccc(F)cc1 (stereo unspecified) | 104.0 | 0.8
CC(C)(C)C1C/C(=C\c2ccc3c(c2)OCO3)C(=O)/C(=C/c2ccc3c(c2)OCO3)C1 (stereo unspecified) | 104.0 | 0.1
COc1ccc(OC)c(CCNC(=O)NCc2noc3ccc(C)cc23)c1 | 102.0 | 0.3
CCOC(=O)c1sc(N(Cc2ccccc2)C(=O)CSc2n[nH]c(N)n2)nc1C | 103.0 | 0
COc1cccc(NC(=O)c2ccc(CNS(=O)(=O)c3ccc4c(c3)C(C)(C)C(=O)N4C)cc2)c1 | 119.0 | 0.5
CCOc1ccccc1CNc1nc2nc(C)c(CC(=O)OC)c(=O)n2[nH]1 | 111.0 | -0.3
Cc1ccc2nc(COc3ccccc3NC(=O)C(C)(C)C)cc(=O)n2c1 | 105.0 | -0.2
Cc1ccc(NS(=O)(=O)c2c(C)ccc3nsnc23)cc1 | 113.0 | 0.8
C=C(C)C1CNC(C(=O)O)C1CC(=O)O (stereo unspecified) | 102.0 | 0.4
C=CC(=O)NC(C)(C)CCN1CCOCC1 | 103.0 | 0.1
Cc1ccc(C)c(OCCSc2ncccn2)c1 | 105.0 | 0.1
